Assay outcomes: PubChem BioAssay, several laboratories
pCIP destab: p/CIP protein destabilization. F442A p/CIP-EGFP cells, EGFP fluorescence, 16 h. AID 1984. 290,000 compounds, 0.01% hits. Q05BA5. decrease of EGFP signal, % at 10 µM;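 active = EGFP signal decrease of at least 30% at 10 µM or well 3 SD below plate mean, unless failing retest; inactive = the rest, including hits failing retest or dose response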; note: some compounds called inactive have numbers as strong as hits; many of its hits are not listed in these tables
IDE cell inh: cellular human IDE inhibition; P14735; HEK cells, FAbetaB cleavage, fluorescence polarization; inhibition, % at 5.59 µM; 320,000 compounds, 0.41% hits; AID 434962;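 active = percent inhibition above the average of all tested compounds plus 3 SD, set per screening campaign, cut at about 16% in these data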;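 note: IDE supplied by intact live HEK cells; FP after avidin binding of uncleaved biotin substrate so inhibition keeps polarization high; 0% = DMSO wells and 100% = 60 µM reference IDE inhibitor Ii1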
PHOSPHO1 inh: blocks human PHOSPHO1 phosphatase activity. Q8TCT1. recombinant PHOSPHO1, absorbance phosphatase assay. inhibition, % at 13.3 µM. 290,000 compounds, 1.1% hits. AID 1565; in the data active = inhibition above about 60%
Target sequence (Q8TCT1 whole entry, looked up): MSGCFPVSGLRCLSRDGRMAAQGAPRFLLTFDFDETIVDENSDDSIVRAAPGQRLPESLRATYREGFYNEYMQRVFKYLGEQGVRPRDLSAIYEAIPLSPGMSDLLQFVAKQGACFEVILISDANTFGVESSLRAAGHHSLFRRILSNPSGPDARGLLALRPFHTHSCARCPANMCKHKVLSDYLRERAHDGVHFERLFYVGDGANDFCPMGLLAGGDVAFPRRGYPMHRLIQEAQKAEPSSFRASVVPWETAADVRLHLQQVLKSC
MEKK3 PB1 HTS: raises or lowers MEK5 binding to the human MEKK3 PB1 domain; bead-based flow cytometry, Alexa488-MEK5 binding to MEKK3; actives lie on both sides; 0 = blocked by unlabeled MEK5, 100 = vehicle; binding response (% of control), % at 10 µM; 290,000 compounds, 1.4% hits; AID 1529;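 active = binding response more than 3 SD above or below the average of its plate-row segment, actives on both sides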;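 note: Alexa488 bead fluorescence after subtracting the streptavidin-only scavenger bead signal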
CRFR2-BP antag: antagonists of CRF-binding protein/CRF-R2 receptor complex. inhibition, % at 11.8 µM. HEK293 CRF-R2/CRF-BP, CRF-induced calcium fluorescence. AID 588475. 350,000 compounds, 0.59% hits;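 active = inhibition of the ligand-induced calcium signal above about 50% at the single tested concentration, limit read from the data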
CHRM4 PAM: positive allosteric modulators of human muscarinic M4 receptor; CHO-K1 hM4/Gqi5, Fluo-8 calcium fluorescence, ACh EC20; 0% = ACh EC20, 100% = maximal ACh; activation, % at 3 µM; 360,000 compounds, 0.4% hits; AID 624126; P08173;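 active = activation above its plate's cutoff, the mean activation of sample wells plus 3 SD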; note: some results filed as inactive read as strong as hits
Target sequence (P08173 whole entry, looked up): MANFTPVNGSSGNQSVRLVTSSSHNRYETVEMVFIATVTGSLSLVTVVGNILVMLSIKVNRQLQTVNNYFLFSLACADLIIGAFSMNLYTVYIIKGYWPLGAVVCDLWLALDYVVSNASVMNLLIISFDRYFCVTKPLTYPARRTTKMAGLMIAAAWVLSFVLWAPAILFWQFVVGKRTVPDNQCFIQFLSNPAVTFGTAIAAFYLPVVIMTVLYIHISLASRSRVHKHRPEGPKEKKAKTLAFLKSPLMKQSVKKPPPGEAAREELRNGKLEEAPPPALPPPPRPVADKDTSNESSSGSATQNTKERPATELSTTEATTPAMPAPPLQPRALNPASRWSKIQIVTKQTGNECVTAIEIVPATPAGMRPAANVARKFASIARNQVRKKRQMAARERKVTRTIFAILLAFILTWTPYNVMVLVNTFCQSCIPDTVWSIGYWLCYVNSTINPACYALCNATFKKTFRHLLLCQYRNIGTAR
IDE cell activ: IDE (human) activation, cell-based. P14735. HEK cells, FAbeta-B cleavage, fluorescence polarization; 0% vehicle, 100% cell-free pure enzyme wells. activation, % at 5.96 µM. 340,000 compounds, 0.073% hits;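 active = activation above the mean of all tested compounds plus 3 SD, set per screening campaign, cut at about 17% in these data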
GalR3 antagonist: human GalR3 antagonism | O60755 | HEK293 GalR3-CNG cAMP membrane potential fluorescence; galR3 body fused to GalR1 C-terminus | inhibition, % at 3 µM | 360,000 compounds, 0.44% hits;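 active = inhibition above the screen-wide average plus 3 SD, cut at about 13% in these data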;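 note: forskolin and galanin both at EC90 stimulate the cells; cAMP rise reported by CNG channel membrane potential dye signal; 0% = forskolin plus galanin with DMSO and 100% = forskolin alone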
Target sequence (O60755 1-299 limits assumed): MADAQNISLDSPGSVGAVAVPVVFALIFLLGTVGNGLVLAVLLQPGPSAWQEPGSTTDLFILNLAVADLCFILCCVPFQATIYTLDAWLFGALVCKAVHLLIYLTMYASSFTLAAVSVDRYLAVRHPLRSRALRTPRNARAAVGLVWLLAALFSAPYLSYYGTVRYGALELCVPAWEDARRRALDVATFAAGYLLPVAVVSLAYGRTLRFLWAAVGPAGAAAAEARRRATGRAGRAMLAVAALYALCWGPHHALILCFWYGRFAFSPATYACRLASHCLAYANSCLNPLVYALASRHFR
CRFR2-BP ag: agonists of human CRF-binding protein/CRF-R2 receptor complex; HEK293 CRF-R2/CRF-BP, calcium dye fluorescence (FLIPR); percent of saturating CRF peptide response; activation, % at 13.2 µM; 350,000 compounds, 0.46% hits; AID 588473;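 active = activation of at least 50%, plus an integration ratio under a set limit after plate pattern correction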;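 note: plate controls were neutral control wells without compound for no effect and CRF at EC100 for full effect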
Numbers without * were called inactive; . = no result given.

SMILES	pCIP destab	IDE cell inh	PHOSPHO1 inh	MEKK3 PB1 HTS	CRFR2-BP antag	CHRM4 PAM	IDE cell activ	GalR3 antagonist	CRFR2-BP ag
CC(=O)Nc1ccc(S(=O)(=O)NCC2CCC(C(=O)NCc3ccccc3)CC2)cc1 (stereo unspecified)	-3	-9	-3	138*	18	-4	3	-5	-1.7
COc1ccc(N2CCN(C(c3ccccc3OC)c3nnnn3Cc3ccco3)CC2)cc1 (stereo unspecified)	-5	0	-44	96	11	-4	-1	1	-1.1
O=C(OC(c1ccccc1)c1nccc2ccccc12)c1cc([N+](=O)[O-])cc([N+](=O)[O-])c1 (stereo unspecified)	-6	3	8	96	10	-11	5	-6	-2.4
O=C(Oc1c(-c2ccccc2)c(=O)n2c3c(cccc13)CC2)c1ccc(Cl)cc1	-11	2	25	97	-6	-3	4	-2	0.4
COc1ccc(S(=O)(=O)N2CCc3ccccc32)cc1C(=O)NCC(c1ccco1)N1CCCC1 (stereo unspecified)	.	3	.	.	5	1	1	-9	-0.2
COc1ccc(/C=C/C(=O)c2ccc(OC)cc2OC)cc1	-13	0	4	103	3	-1	-3	-7	1.4
O=C(CNC(=O)c1ccco1)N=Nc1c(O)[nH]c2ccc(Br)cc12	-3	0	20	94	-1	10	8	0	-1.6
CN(C)CCCN(Cc1ccccc1)C(=S)Nc1ccc(F)c(Cl)c1	-3	-3	16	102	-7	-12	4	-5	0.8
COc1cccc(CN(CC(=O)NC2CCCCC2)C(=O)c2csnn2)c1	11	-4	14	100	0	4	2	-9	-1.3
O=C(NCCCN1CCCC1=O)Nc1ccc(Cl)cc1Cl	-2	-5	29	105	3	0	1	-1	-0.7

Fetched by compound from above:
SMILES	pCIP destab	IDE cell inh	PHOSPHO1 inh	MEKK3 PB1 HTS	CRFR2-BP antag	CHRM4 PAM	IDE cell activ	GalR3 antagonist	CRFR2-BP ag
O=C(NCCCN1CCCC1=O)Nc1ccc(Cl)cc1Cl	-2	-5	29	105	3	0	1	-1	-0.7
COc1ccc(/C=C/C(=O)c2ccc(OC)cc2OC)cc1	-13	0	4	103	3	-1	-3	-7	1.4
CN(C)CCCN(Cc1ccccc1)C(=S)Nc1ccc(F)c(Cl)c1	-3	-3	16	102	-7	-12	4	-5	0.8

(cont.)
SMILES	pCIP destab	IDE cell inh	PHOSPHO1 inh	MEKK3 PB1 HTS	CRFR2-BP antag	CHRM4 PAM	IDE cell activ	GalR3 antagonist	CRFR2-BP ag
O=C(NC(=S)NCc1ccco1)c1cccc(Cl)c1	-9	-1	-10	106	.	-7	0	-1	.
CCC(=O)Nc1ccc(C(=O)CSc2nc3ccccc3[nH]2)cc1	4	-4	-7	98	-8	-9	-3	-2	0.8
Cc1csc(=O)n1CCC(=O)OCC(=O)Nc1ccc(C(N)=O)cc1	.	0	.	.	13	2	-2	-2	0.1
COc1ccc(/C=C/C(=O)NC(=S)Nc2ccccc2)cc1OC	9	1	5	102	0	7	-4	-9	-1.4
CCc1ccccc1NC(=O)CNC(=O)CCC(=O)c1cc(C)sc1C	.	.	.	.	24	1	.	-9	-1.3
O=C(Nc1cc(C(F)(F)F)ccc1N1CCOCC1)c1ccc(Br)o1	-20	6	-12	97	-12	3	3	-4	-0.5
Cc1ccc(S(=O)(=O)N2CCN(CC(=O)NCC3(N4CCOCC4)CCCCC3)CC2)cc1	.	.	.	.	7	-1	2	-2	-0.3
O=C(Cc1ccccc1)NCCCNC(=O)Cc1ccccc1	.	.	.	.	-7	1	4	-5	-0.7
O=C(OCCOc1ccccc1F)c1cc(S(=O)(=O)N2CCOCC2)ccc1F	.	.	.	.	11	12	-6	-6	-1.4
COc1ccc(NC(=O)CSc2nc(SC)ns2)cc1	15	0	46	107	15	-1	-1	-7	-1.2

An excerpt from above with just CHRM4 PAM:
structure	CHRM4 PAM
CCC(=O)Nc1ccc(C(=O)CSc2nc3ccccc3[nH]2)cc1	-9
Cc1csc(=O)n1CCC(=O)OCC(=O)Nc1ccc(C(N)=O)cc1	2
COc1ccc(/C=C/C(=O)NC(=S)Nc2ccccc2)cc1OC	7
CCc1ccccc1NC(=O)CNC(=O)CCC(=O)c1cc(C)sc1C	1
O=C(Nc1cc(C(F)(F)F)ccc1N1CCOCC1)c1ccc(Br)o1	3
Cc1ccc(S(=O)(=O)N2CCN(CC(=O)NCC3(N4CCOCC4)CCCCC3)CC2)cc1	-1

The list goes on.
SMILES	pCIP destab	IDE cell inh	PHOSPHO1 inh	MEKK3 PB1 HTS	CRFR2-BP antag	CHRM4 PAM	IDE cell activ	GalR3 antagonist	CRFR2-BP ag
CC(NC(=O)c1ccc2c(c1)OCO2)c1cccc(C(F)(F)F)c1 (stereo unspecified)	.	-4	.	.	6	2	2	-5	0.3
CCCN1CCN(C(=S)Nc2sc(CC)cc2C(=O)OC)CC1	-7	4	-7	105	5	-11	3	-1	-1.1
FC(F)(F)c1nnc2c(Sc3ccccn3)nc3ccccc3n12	-18	0	22	96	5	2	5	-3	2.0
CC1CN(C(=O)CNC(=O)COc2ccccc2)CC(C)O1 (stereo unspecified)	.	-1	.	.	-4	3	-1	-6	0.4
CC(C)(C)c1n[nH]c(=S)n(/N=C/c2cccs2)c1=O	12	4	-14	147*	-15	-6	1	3	-0.8
Fc1ccccc1-c1nc(-c2ccncc2)no1	-3	0	29	100	0	8	-5	-3	-1.8
CCCCc1ccc(NC(=S)N2CCN(c3ncccn3)CC2)cc1	4	3	-1	97	5	3	-1	-7	1.7
Clc1ccccc1N1CCN(Cc2c[nH]c3ccccc23)CC1	.	-2	.	.	-15	-5	3	-5	-0.2
Cc1oc(C(=O)Nc2ccc(O)cc2)cc1COc1ccccc1	-20	0	22	97	3	3	-3	-3	-1.0
COC(=O)c1ccc(Oc2nc(Nc3ccc(F)cc3)nc(N3CCCC3)n2)cc1	-20	0	-14	101	-2	8	6	-1	5.2
CC(C)NC(=O)c1ccccc1NC(=O)/C=C/c1cccc([N+](=O)[O-])c1	0	2	14	99	7	2	-1	-1	-2.2
COc1ccc(C(C)(C)C)cc1NC(=O)c1ccoc1C	8	0	45	96	12	4	-1	-4	-0.6
CNc1c(NC(=O)COc2ccc(Cl)cc2)c(=O)oc2ccccc12	-3	-1	38	98	-1	6	-4	-3	-1.2
CCCCCC[C@@H]([C@@H](C)O)n1cnc2c(N)ncnc21	.	4	.	104	18	-5	2	.	-2.0
CCC(c1ccccc1)c1noc(CCN(CC)CC)n1 (stereo unspecified)	.	.	.	.	20	-14	.	-5	1.0
C=CCn1c(C)c(C(C)=O)c(N2CCCC2)nc1=S	-2	-5	-16	111	-7	-14	0	-2	4.2
O=C(Nc1ccc2c(c1)CCC2)Nc1ccc(F)cc1F	-6	-3	38	99	-9	9	2	-3	0.5
CN1OC[C@@H]2CN(Cc3cc(Cl)cc(Cl)c3)[C@H](c3cccc(Br)c3)C[C@@H]21	.	.	.	.	13	-3	-1	-9	5.7
CSc1nc(C)c(C(=O)C[n+]2ccccc2)cc1C#N	2	1	24	87	11	-2	7	7	-0.8
COc1ccc(NC(=O)CCCC(=O)OCC(F)(F)C(F)F)cc1	-3	-3	-13	108	3	17	2	-3	-0.6
O=C(Nc1ccccc1NC(=O)NC1CCCCC1)NC1CCCCC1	-2	0	3	82	21	15	7	-1	0.4
COc1ccc([C@@H]2[C@@H]3C(=O)N(C(C)(C)C)C(=O)[C@@H]3[C@]3(C)C(=O)N(c4ccc(C)cc4)C(=O)N23)cc1	-8	5	-19	99	-9	18	-2	-9	-0.1
CCOC(=O)c1nnc(-c2ccccc2)nc1Oc1ccc(Cl)cc1	4	3	-6	93	12	4	-5	0	-0.5
CN(C(=O)COC(=O)c1ccc(=O)n(Cc2ccccc2)n1)C1CCS(=O)(=O)C1 (stereo unspecified)	.	9	.	.	-10	3	-4	-3	1.6
CC(=O)c1cccc(OCC(O)CNCCc2ccc(Cl)cc2)c1 (stereo unspecified)	-14	0	-2	103	10	-2	1	-12	1.3
N=C1C(c2ccccc2)=C(O)CN1c1cccc(S(N)(=O)=O)c1	17	0	1	107	5	0	1	-6	-1.5
Cc1ccc(-c2cc(C(F)F)n3ncc(C(=O)N4CCN(c5cccc(C)c5C)CC4)c3n2)cc1	-25	3	-41	102	-15	-2	-1	-1	9.2
CCC(C)NC(=O)CSc1c2c(nc3ccccc13)CCCC2 (stereo unspecified)	-12	4	-22	87	12	4	-2	-1	-1.5
CCc1cc(=O)[nH]c(SCC(=O)Nc2cc(C)on2)n1	.	-1	.	.	16	11	-2	-1	-2.1
COc1ccccc1NC(=O)N(CCN(C)C)Cc1cc2cc(C)ccc2[nH]c1=O	-3	-6	-42	97	-6	3	5	0	0.4
CC(C)(C)c1ccc(S(=O)(=O)N2CCN(C(=O)C3CCC3)CC2)cc1	-4	4	37	100	8	0	1	-2	0.5
O=C(NN1C(=O)C2C(C1=O)C1C=CC2C12CC2)c1ccccc1Cl (stereo unspecified)	-20	1	3	99	-2	-3	8	-6	-0.7
O=C(c1cccnc1)N1N=C2CCCCCC2C1(O)C(F)(F)F (stereo unspecified)	2	2	-24	96	-1	1	4	-3	-1.4
C(CCCN1CCCCC1)CCN1CCCCC1	.	6	.	.	-6	-4	0	-2	3.4
COC(=O)c1ccccc1S(=O)(=O)N1Cc2cc([N+](=O)[O-])ccc2Oc2ccccc21	-2	3	-4	108	-1	2	1	1	-0.4
O=C(NCc1ccccc1)c1c[nH]c2cc3c(cc2c1=O)OCCO3	4	1	-8	96	-5	18	8	-5	-3.3
COn1c2c(c3c4nonc4ccc31)CCCC2	8	-2	7	89	-19	-5	-11	-5	1.0
Cc1ccc(S(=O)(=O)N(C)CC(=O)N(C)Cc2cccs2)cc1	.	.	.	.	4	5	.	-9	0.4
Cc1cc(F)ccc1S(=O)(=O)Nc1ccccc1C(=O)Nc1ncn[nH]1	-11	0	12	100	9	-8	3	-4	-1.8
CCCCn1c(N)c(N(CCOC)C(=O)c2c(C)noc2C)c(=O)[nH]c1=O	.	-1	.	.	6	2	1	-3	-1.3

Full records, quoted from the list. Order of values: pCIP destab, IDE cell inh, PHOSPHO1 inh, MEKK3 PB1 HTS, CRFR2-BP antag, CHRM4 PAM, IDE cell activ, GalR3 antagonist, CRFR2-BP ag
Listed for `CC(C)(C)c1ccc(S(=O)(=O)N2CCN(C(=O)C3CCC3)CC2)cc1` → -4, 4, 37, 100, 8, 0, 1, -2, 0.5
Listed for `CCCCn1c(N)c(N(CCOC)C(=O)c2c(C)noc2C)c(=O)[nH]c1=O` → ., -1, ., ., 6, 2, 1, -3, -1.3

Next section:
SMILES	pCIP destab	IDE cell inh	PHOSPHO1 inh	MEKK3 PB1 HTS	CRFR2-BP antag	CHRM4 PAM	IDE cell activ	GalR3 antagonist	CRFR2-BP ag
COc1cccc(-c2coc3c(C)c4oc(=O)c(CC(=O)O)c(C)c4cc23)c1	-6	7	48	119	45	5	-1	-12	-2.3
C/C(=C\C(=O)c1ccccc1)Nc1ccc(Cl)c(Br)c1	.	-3	.	107	-10	1	5	2	3.1
c1ccc(C(c2nnnn2Cc2cccs2)N2CCN(C3CCCC3)CC2)cc1 (stereo unspecified)	-6	-4	11	106	65*	-1	-2	-3	-2.5
COc1ccc(CNC(=O)c2ccc(CS(=O)Cc3ccc(Cl)cc3)o2)cc1 (stereo unspecified)	9	8	10	100	15	0	-1	-7	0.3

Single values from the entries so far:
GalR3 antagonist with C/C(=C\C(=O)c1ccccc1)Nc1ccc(Cl)c(Br)c1 = 2
CRFR2-BP antag with COc1ccc(CNC(=O)c2ccc(CS(=O)Cc3ccc(Cl)cc3)o2)cc1 (stereo unspecified) = 15
MEKK3 PB1 HTS with c1ccc(C(c2nnnn2Cc2cccs2)N2CCN(C3CCCC3)CC2)cc1 (stereo unspecified) = 106
